Assay outcomes from PubChem BioAssay.
OPRM1-OPRD1 inv: inverse agonists of MOR-DOR heterodimerization, primary screen, cell-based, luminescence; cell-based MOR-DOR heterodimer luminescence, inverse agonism; 340,000 compounds, 0.21% hits; inhibition, % at 9.3 µM; Mu-type opioid receptor (Homo sapiens) + Delta-type opioid receptor (Homo sapiens), …; AID 504357, 2011; in the data active means inhibition above about 22%, passing the limit was not always enough;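 further: 0% = cells with DMSO and 100% = wells without cells with DMSO; values of inactives mirror those of a sister screen read the other way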
OPRM1-OPRD1 ag: agonists of OPRM1-OPRD1 heterodimerization, primary screen, cell-based, luminescence; Mu-type opioid receptor (Homo sapiens) + Delta-type opioid receptor (Homo sapiens), …; cells; activation, % at 9.3 µM; 340,000 compounds, 0.3% hits; AID 504326, 2011; in the data active means activation above about 18%;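 further: 0% = vehicle-treated cells and 100% = reference agonist; values of inactives mirror those of a sister screen read the other way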
Mot1-301 SUMO: yeast Mot1-301 growth rescue at high temperature, primary screen, SUMOylation pathway inhibitor project, S. cerevisiae, ATP luminescence, 38.5C; S. cerevisiae Mot1-301 growth rescue; percent above DMSO median, 100 means doubled; growth rescue, % at 18.8 µM; 320,000 compounds, 1% hits; AID 2716, 2010;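 active means every valid replicate shows activation above 250% relative to neutral control wells; inactive means the rest, any valid replicate at or below 250%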;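 further: OY570 slx delta 5 strain wells were the positive control but not used for scaling; some compounds called inactive have numbers as strong as hits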
HTR5A ag: HTR5A agonists in luminescence cell assay, primary screen, counter-screen for OPRM1-OPRD1 heterodimer agonist project, full-deck HTS; activation, % at 9.3 µM; cell-based; AID 504692, 2011; 340,000 compounds, 0.61% hits; in the data active means activation mostly above about 9.5%, no sharp cut-off; inactive means mostly below about 7.6%;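 further: 0% = cells with vehicle only and 100% = reference agonist; strong numbers were not always called active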
phage Ecoli inh: growth loss of phage-infected E. coli, primary screen, RecBCD inhibitor project, absorbance, with phage, HTS; 360,000 compounds, 0.26% hits; inhibition, % at 11.9 µM; in the data active means inhibition above about 11%
DSG3 Ab inh: inhibitors of pemphigus antibody binding to DSG3, primary screen, biochemical, bead-based, flow cytometry, scFv-GFP. Desmoglein-3 (Homo sapiens), P32926. DSG3-coupled beads, scFv-anti-DSG3-GFP binding; active compounds read low. binding (percent of control), % at 10 µM. 310,000 compounds, 0.48% hits;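 active means binding more than 3 SD below its plate's average and above zero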;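 further: hits lower antibody fragment binding to DSG3; some compounds called inactive have numbers as strong as hits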
Target sequence (P32926 whole entry, looked up, the tested form may be a part): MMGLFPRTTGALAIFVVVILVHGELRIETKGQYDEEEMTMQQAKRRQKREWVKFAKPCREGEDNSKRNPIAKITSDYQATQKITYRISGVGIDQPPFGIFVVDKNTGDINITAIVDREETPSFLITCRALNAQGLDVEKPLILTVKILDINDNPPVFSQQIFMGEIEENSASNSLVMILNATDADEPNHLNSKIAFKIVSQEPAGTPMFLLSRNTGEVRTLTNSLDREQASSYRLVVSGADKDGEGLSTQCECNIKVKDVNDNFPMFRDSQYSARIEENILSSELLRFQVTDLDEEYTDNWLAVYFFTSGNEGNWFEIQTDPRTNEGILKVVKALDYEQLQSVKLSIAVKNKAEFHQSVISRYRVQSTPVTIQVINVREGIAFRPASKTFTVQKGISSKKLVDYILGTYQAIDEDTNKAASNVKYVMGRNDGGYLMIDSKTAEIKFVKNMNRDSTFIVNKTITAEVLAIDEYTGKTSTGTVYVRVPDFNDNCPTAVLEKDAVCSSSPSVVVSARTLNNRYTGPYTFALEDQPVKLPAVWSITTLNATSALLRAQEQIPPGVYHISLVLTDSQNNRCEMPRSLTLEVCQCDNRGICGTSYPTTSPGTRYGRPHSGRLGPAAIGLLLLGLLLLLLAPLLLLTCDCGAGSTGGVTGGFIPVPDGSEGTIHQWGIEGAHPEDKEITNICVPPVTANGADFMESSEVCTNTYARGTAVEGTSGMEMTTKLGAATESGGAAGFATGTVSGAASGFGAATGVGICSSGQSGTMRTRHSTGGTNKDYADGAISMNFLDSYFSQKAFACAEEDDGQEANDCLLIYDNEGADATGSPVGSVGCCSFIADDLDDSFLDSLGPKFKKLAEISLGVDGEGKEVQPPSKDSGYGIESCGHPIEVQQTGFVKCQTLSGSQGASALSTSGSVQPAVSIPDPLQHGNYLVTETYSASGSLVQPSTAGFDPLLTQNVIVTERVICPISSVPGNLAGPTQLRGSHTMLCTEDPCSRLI
AddAB inh: growth inhibition of E. coli expressing H. pylori AddAB, primary screen, AddAB inhibitor project, absorbance | inhibition, % at 11.9 µM | AID 435030, 2010 | 330,000 compounds, 0.29% hits; in the data active means inhibition above about 12%;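 further: 0% = vehicle wells of infected cells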
E coli growth: E. coli V3065 growth inhibition, primary screen, counter-screen for AddAB inhibitor project, absorbance, OD600; inhibition, % at 11.9 µM; 18 h; 330,000 compounds, 0.27% hits; AID 449728, 2010;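 active means inhibition above the campaign's mean inhibition across all tested compounds plus 3 SD, cut at about 9.9% in these data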;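 further: uninfected addAB+ strain grown without phage in ampicillin broth; 0% = DMSO wells and 100% = ciprofloxacin 0.95 µg/ml wells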
PfHsp90 yeast 2: growth inhibition of PfHsp90-expressing yeast, primary screen, antimalarial PfHsp90 inhibitor project, S. cerevisiae, BacTiter-Glo luminescence, single point, set 2. BacTiter-Glo ATP, 48 h; yeast lacking PDR1 and PDR3 efflux regulators. inhibition, % at 9.4 µM. 310,000 compounds, 0.32% hits. AID 504621, 2011;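 active means every replicate shows inhibition above about 80%, whatever the replicate mean, limit read from the data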;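 further: 0% = DMSO neutral controls and 100% = 20 µM radicicol positive controls; yeast relying on Plasmodium falciparum Hsp90 in place of its own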
HTR5A inv ctr: HTR5A inverse agonists in luminescence cell assay, primary screen, counter-screen for OPRM1-OPRD1 heterodimer inverse agonist project, full-deck HTS; HTR5A cell line, inverse agonism; inhibition, % at 9.3 µM; 5-hydroxytryptamine receptor 5A (Homo sapiens), P47898; 340,000 compounds, 0.083% hits; in the data active means inhibition mostly above about 23%, no sharp cut-off; inactive means mostly below about 18%;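 further: 0% = cells with DMSO and 100% = no-cell wells with DMSO; some compounds called inactive have numbers as strong as hits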
PKA-R1A activ: activators of PKA-R1A holoenzyme, primary screen, biochemical, fluorescence polarization, Cy5-IP20, bovine R1A, mouse PKAc; cAMP-dependent protein kinase type I-alpha regulatory subunit (Bos taurus) + …; AID 504707, 2011; PKA-R1A dissociation; scaled: DMSO 0%, 113 µM cGMP 100%; 340,000 compounds, 0.083% hits; activation, % at 11.4 µM;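 active means percent activation above the mean of all tested compounds plus 3 SD, cut at about 19% in these data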;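 further: higher means more PKAc released from R1A so a rise in polarization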
An asterisk follows results filed as active; nt = not tested or not shown.

SMILES	OPRM1-OPRD1 inv	OPRM1-OPRD1 ag	Mot1-301 SUMO	HTR5A ag	phage Ecoli inh	DSG3 Ab inh	AddAB inh	E coli growth	PfHsp90 yeast 2	HTR5A inv ctr	PKA-R1A activ
COc1cccc(NC(=O)CN(c2cccc(C(F)(F)F)c2)S(C)(=O)=O)c1	18	-2.9	-12	9	1.4	nt	1.0	0.2	-4	-13	1
CN(c1ccc(OCC(=O)Nc2nc3ccccc3s2)cc1)S(=O)(=O)c1ccccc1	-19	2.7	nt	-1	5.6	97	-1.9	1.1	6	3	7
Cc1ccc2nc(SCC(=O)Nc3cccc(Cl)c3)nc(=O)n2c1	9	-1.9	-24	5	2.9	96	0.0	1.1	-10	-4	-3
O=C(c1cc(-c2ccncc2)nc2ccccc12)N1CCN(c2ccc(N3CCOCC3)nn2)CC1	2	-0.4	-8	0	3.1	102	-1.8	-2.7	nt	3	0
CCCCCCc1cc2cc(C(=O)Nc3ccccc3)c(=O)oc2cc1O	13	-2.5	-5	-1	1.0	120	-1.6	-0.4	4	-10	-1
Nc1ccc(C(=O)N2CCN(S(=O)(=O)c3ccc(Br)cc3)CC2)cc1[N+](=O)[O-]	-8	1.2	10	-1	3.1	106	-2.0	-0.2	-65	2	-1
CSc1ccccc1NC(=O)c1ccccc1C	13	-2.6	nt	1	4.6	87	-2.6	1.0	5	-7	1
O=C(O)CC(CC(=O)O)n1cccc1	11	-2.6	nt	0	-1.3	99	nt	nt	4	-1	10
OCCOc1ccc(CN2CCN(CCCc3ccccc3)C(CCO)C2)cc1 (stereo not given)	2	-0.4	110	-1	1.4	109	nt	nt	-9	2	-1
CCCCn1c(N)c(N(CC)C(=O)CSc2nnnn2-c2cc(C)ccc2C)c(=O)[nH]c1=O	15	-3.0	11	-3	1.7	95	4.0	0.9	36	9	-2
CC1=CC(C)(C)N2C(=O)C(=O)c3cc(OC(=O)c4ccco4)cc1c32	nt	nt	404	nt	3.3	nt	0.7	1.6	15	nt	nt
COc1ccc(Cl)cc1NS(=O)(=O)c1ccc(S(=O)(=O)N2CCCC2)cc1	6	-1.0	-6	-1	0.3	102	0.4	0.9	-34	5	5
Cc1ccc(C)c(-n2c(C)cc(/C=N/NC(=O)c3c(C)nc4cc(C)ccn34)c2C)c1	3	-0.7	260	0	3.5	103	1.6	1.8	nt	-1	-7
Cc1cccc(-c2nn(-c3ccccc3)cc2C(=O)N(C)CC(=O)Nc2ccc(N3CCOCC3)cc2)c1	4	-0.8	24	-1	3.8	97	-1.9	-1.2	nt	-13	-4
CCN(C(=O)COC(=O)c1cc(=O)[nH]c2ccccc12)C1CCS(=O)(=O)C1 (stereo not given)	2	-0.4	225	-2	0.5	97	-1.5	2.1	-16	5	9
Cc1snc2sc(C(=O)c3ccc(F)cc3)c(N)c12	11	-2.0	15	1	1.9	99	-0.9	-0.7	12	-2	-19
COc1ccccc1NC(=O)c1cc(C(=O)O)ccc1C(=O)O	14	-2.5	nt	1	2.5	111	2.5	-1.2	-43	8	-7
O=[N+]([O-])c1ccc(Cl)cc1CNc1ccc(F)c(F)c1	-16	2.9	-4	-2	2.9	122	1.0	2.4	-1	-26	-8
Cc1csc(SCC(=O)Nc2ncc(Cl)c(C)c2Cl)n1	17	-2.9	-21	-1	2.5	103	-0.5	-3.1	-7	-32	2
COc1ccc(/C=C/C(=O)NCc2ccccn2)cc1OC	14	-2.9	92	0	4.4	104	2.3	4.3	10	2	-9
Cc1cc(C)cc(NS(=O)(=O)c2cccs2)c1	-6	1.1	329	7	2.2	117	4.1	-0.8	0	-8	-6
O=C(c1ccc(N2CCCCC2)c([N+](=O)[O-])c1)N1CCN(S(=O)(=O)c2ccccc2)CC1	5	-0.8	3	9	-1.0	94	3.6	-0.2	-11	-23	-11
COc1ccc(NC(=O)CC2Sc3ncnn3C2=O)cc1 (stereo not given)	7	-1.4	-21	-6	3.6	104	7.0	2.4	9	17	0
Cn1c(=O)c2c(nc(CN3CCN(Cc4ccccc4)CC3)n2Cc2ccc(Cl)cc2)n(C)c1=O	4	-0.6	3	13	4.2	102	2.2	-3.5	-21	-40	-9
CCN1CCN(CCCNC(=O)c2ccc(CS(=O)c3ccc(Br)cc3)o2)CC1 (stereo not given)	14	-2.6	-2	-4	3.7	nt	2.5	-2.2	10	2	-7
Continued:
SMILES	OPRM1-OPRD1 inv	OPRM1-OPRD1 ag	Mot1-301 SUMO	HTR5A ag	phage Ecoli inh	DSG3 Ab inh	AddAB inh	E coli growth	PfHsp90 yeast 2	HTR5A inv ctr	PKA-R1A activ
CC(C)CNS(=O)(=O)c1ccc(OCC(=O)Nc2ccc3c(c2)OCO3)c(Cl)c1	-6	1.3	2	-2	1.6	108	-1.1	0.8	nt	4	-1
Cc1ccc2oc(=O)n(Cc3ccccc3OC(C)C)c2c1	-32	6.1	-16	0	2.5	nt	-0.1	-0.9	-46	-10	2
COc1ccc(Cl)cc1NC(=O)COc1ccc(S(=O)(=O)N2CCOCC2)cc1C	2	-0.3	11	-5	5.1	90	2.0	0.9	-10	5	-4
Clc1ccc(CNCCCSc2ncccn2)cc1Cl	-16	2.8	14	1	3.6	111	1.1	1.0	-4	-1	1
COc1ccccc1N1C(=O)C2CCC(c3ccccc3)CC2C1=O (stereo not given)	1	-0.2	13	4	3.7	136	1.0	1.1	3	5	5
O=c1c2sccc2n(Cc2cc(=O)n3ccccc3n2)c(=O)n1-c1ccccc1	7	-1.1	-12	-3	3.3	93	0.8	-0.6	-117	17	-10
Cc1ccc(NC(=O)c2c(-c3c(F)cccc3Cl)noc2C)cc1F	-8	1.6	-5	4	3.3	98	0.5	0.0	-16	-35	-2
CCCOc1ccc(N2C(=O)CC(N3CCN(c4ccccc4OC)CC3)C2=O)cc1 (stereo not given)	11	-2.2	10	-6	2.3	112	5.2	0.3	-16	15	9
O=C(NCc1ccccc1Cl)C1CCN(S(=O)(=O)c2ccc(-n3cnnn3)cc2)CC1	16	-3.0	-1	-1	3.4	105	4.1	2.5	3	4	-2
OCC(O)/C=N/Nc1nc(N2CCCCC2)nc(N2CCCCC2)n1 (stereo not given)	21	-4.2	13	3	1.8	97	4.2	-0.9	16	-7	-2
Cc1ccc(SCC(=O)OC(C)C(=O)N2CCc3ccccc32)cc1 (stereo not given)	-13	1.9	-9	2	0.7	106	4.1	-0.2	-15	-6	7
O=C(c1ccc2c(c1)OCO2)N1CCN(c2ccccc2)CC1	8	-1.7	6	1	1.4	nt	2.6	-0.1	4	8	0
COc1ccc(S(=O)(=O)N2CCOC2CNC(=O)C(=O)NCc2ccncc2)cc1OC (stereo not given)	14	-2.1	-3	2	2.0	101	1.4	1.1	9	-14	-8
CC(=O)c1cc2c(cc1NC(=O)c1ccco1)OCCO2	19	-4.0	-9	0	3.4	91	3.9	-3.2	-3	4	4
Cc1nc(-c2ccc(S(=O)(=O)Nc3ccc(S(N)(=O)=O)cc3)cc2)co1	4	-0.7	-22	2	0.8	91	2.0	0.8	6	-24	-1
Cc1[nH]c2ccccc2c1SCc1nnc(SCc2ccccc2)n1C	10	-2.0	-4	-2	1.9	106	1.6	0.2	3	-22	-8
CCN(CC)C(=O)C1CCCN(Cc2ccccc2)C1 (stereo not given)	-2	0.3	-10	4	0.0	83	3.1	-1.2	-33	2	6
CC[C@]12c3[nH]c4ccccc4c3CCN1C(=O)C(CC(=O)NCC13CC4CC(CC(C4)C1)C3)C[C@@H]2C(=O)N1CCN(C(=O)c2ccco2)CC1 (stereo not given in full)	-5	1.1	-8	1	4.3	98	0.7	-3.0	4	-3	-3
O=C(NCc1ccccc1F)c1ccc(S(=O)(=O)N2CCCCCC2)cc1	6	-1.4	30	2	1.5	nt	1.8	0.3	-13	-5	7
CCNC(=O)NC(=O)COC(=O)CNC(=O)COc1ccccc1	6	-1.1	nt	5	2.7	91	-0.8	0.8	17	-15	-14
N=C1C(c2ccccc2)=C(O)CN1c1cccc(S(=O)(=O)NCc2ccco2)c1	-2	0.4	-24	2	3.5	96	4.8	2.6	-2	-5	-11
Cc1cccnc1NC(=O)CCCNC(=O)c1ccc(Cl)cc1	6	-1.2	-4	3	3.5	88	0.3	0.3	4	5	-5
CC(=O)Nc1ccc(-c2nnc(SCC(=O)c3ccc4c(c3)Cc3ccccc3-4)n2C)cc1	-35	6.5	-10	2	nt	97	0.9	-2.2	nt	-2	-1
COc1cccc(/C=N/Nc2cc(Cl)nc(C)n2)c1O	6	-1.1	-4	5	2.8	94	-0.3	-1.3	-19	-46	6
COCCCn1c(=N)c(C(=O)NC2CCCCC2)cc2c(=O)n3ccccc3nc21	18	-3.0	6	3	1.0	104	-4.8	-3.0	-12	7	-7
The list continues:
SMILES	OPRM1-OPRD1 inv	OPRM1-OPRD1 ag	Mot1-301 SUMO	HTR5A ag	phage Ecoli inh	DSG3 Ab inh	AddAB inh	E coli growth	PfHsp90 yeast 2	HTR5A inv ctr	PKA-R1A activ
CC(C)COc1ccc(C(=O)Nc2sc3c(c2C(=O)O)CC(C)(C)OC3)cc1	1	-0.1	0	1	4.3	99	2.1	0.6	-1	-1	-3
O=C(CN1C(=O)C2CC=CCC2C1=O)Nc1nc(-c2ccc(F)cc2)cs1 (stereo not given)	-4	0.7	8	-2	1.4	103	2.9	3.9	-10	9	5
O=C(C1CC1)N(CCN(C(=O)C1CC1)c1ccccc1)c1ccccc1	11	-1.8	180	2	-0.9	92	2.4	0.7	-10	31	3
CC(=O)Oc1ccc(N2C(=O)C3C4C=CC(CO)(O4)C3C2=O)cc1 (stereo not given)	4	-1.0	32	0	-0.2	nt	1.9	-1.1	-78	7	-2
COc1ccc(S(=O)(=O)N2CCN(C(=O)c3ccc(=O)[nH]n3)CC2)cc1OC	16	-3.0	nt	2	3.0	102	nt	nt	-49	-6	-9
O=C(CCc1ccc(S(=O)(=O)N2CCOCC2)cc1)N1CCc2ccccc2C1	6	-1.1	1	6	4.0	106	-1.7	-2.6	-9	8	-12
CCCCN=C1CC(C)(C)CC(=O)/C1=C(/O)CCC	1	-0.2	-20	-1	2.8	116	-0.4	0.2	14	-17	1
